Nrf2 block: inhibitors of Nrf2 signaling; A549 ARE-Fluc reporter, luciferase luminescence, 18-24 h; Potency, µM (top dose mostly 46 µM), inactives show at the top dose activity change, negative = inhibition, most hits filed as inhibitors; 360,000 compounds, 2.1% hits; AID 504444; further: on the % scale 0 is the no-effect control and ±100 the full control effect; nearly all actives have a fitted effect of over 60% in size
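In this cell-based qHTS, ARE-driven firefly luciferase in A549 cells reports Nrf2 activity; the luminescent signal after BugLite lysis is the measured value, with a prior CellTiter-Fluor read for cell health.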
TGFb inhibitor: TGF-b pathway inhibition; HepG2 CAGA-GFP TGF-b/SMAD3 reporter, GFP fluorescence, 18 h; TGF-beta stimulated, 500 pg/mL final; Potency, µM (series often up to 46.1 µM), inactives show at the top dose activity, negative = inhibition, hits mostly inhibitors; 410,000 compounds, 1.2% hits; further: on the % scale 0 is the no-effect control and ±100 the full control effect; nearly all actives have a fitted effect of over 65% in size
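Cell-based qHTS in HEPG2 carrying a CAGA-GFP Smad reporter; compounds added before 500 pg/mL final TGF-beta, 18 h incubation at 37 degrees C, GFP fluorescence quantified per cell by imaging cytometry.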
ATXN viability: cell viability loss in ATXN counter-screen; AID 651635; 400,000 compounds, 0.49% hits; Potency, µM (highest dose often 56.7 µM), actives largely listed as cytotoxic; S2 cells (HEK-293 line with an ATXN2-luciferase reporter) viability, CellTiter-Fluor protease fluorescence, 24 h; further: nearly all actives have a fitted effect of over 40% in size
ATXN2 expr inh: ATXN2 expression inhibition; Potency, µM (titrated, usually from 57 µM), without a hit: at the highest dose activity change, negative = inhibition, actives largely listed as inhibitors; HEK-293 ATXN2-luciferase reporter, luminescence, 24 h; 360,000 compounds, 0.72% hits; AID 1745845; further: on the % scale 0 is the no-effect control and ±100 the full control effect; nearly all actives have a fitted effect of over 55% in size
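ATXN2-luciferase reporter cells (luciferase flanked by upstream and downstream ATXN2 gene portions) were treated 24 h at 37 °C with compounds at up to 57 uM. SteadyGlo luminescence gave expression; GF-AFC fluorescence gave viability.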
EPAC2 antag: EPAC2 (human) antagonism; AID 720708; EPAC2 GEF exchange of Rap1B-BODIPY-GDP, fluorescence; Q8WZA2; 360,000 compounds, 0.18% hits; Potency, µM (doses to about 114 µM), for the others: at the highest dose activity, negative = inhibition, actives largely listed as inhibitors; further: on the % scale 0 is the no-effect control and ±100 the full control effect; nearly all actives have a fitted effect of over 45% in size; many of its hits are not listed in these tables
Target sequence (Q8WZA2 whole entry, looked up): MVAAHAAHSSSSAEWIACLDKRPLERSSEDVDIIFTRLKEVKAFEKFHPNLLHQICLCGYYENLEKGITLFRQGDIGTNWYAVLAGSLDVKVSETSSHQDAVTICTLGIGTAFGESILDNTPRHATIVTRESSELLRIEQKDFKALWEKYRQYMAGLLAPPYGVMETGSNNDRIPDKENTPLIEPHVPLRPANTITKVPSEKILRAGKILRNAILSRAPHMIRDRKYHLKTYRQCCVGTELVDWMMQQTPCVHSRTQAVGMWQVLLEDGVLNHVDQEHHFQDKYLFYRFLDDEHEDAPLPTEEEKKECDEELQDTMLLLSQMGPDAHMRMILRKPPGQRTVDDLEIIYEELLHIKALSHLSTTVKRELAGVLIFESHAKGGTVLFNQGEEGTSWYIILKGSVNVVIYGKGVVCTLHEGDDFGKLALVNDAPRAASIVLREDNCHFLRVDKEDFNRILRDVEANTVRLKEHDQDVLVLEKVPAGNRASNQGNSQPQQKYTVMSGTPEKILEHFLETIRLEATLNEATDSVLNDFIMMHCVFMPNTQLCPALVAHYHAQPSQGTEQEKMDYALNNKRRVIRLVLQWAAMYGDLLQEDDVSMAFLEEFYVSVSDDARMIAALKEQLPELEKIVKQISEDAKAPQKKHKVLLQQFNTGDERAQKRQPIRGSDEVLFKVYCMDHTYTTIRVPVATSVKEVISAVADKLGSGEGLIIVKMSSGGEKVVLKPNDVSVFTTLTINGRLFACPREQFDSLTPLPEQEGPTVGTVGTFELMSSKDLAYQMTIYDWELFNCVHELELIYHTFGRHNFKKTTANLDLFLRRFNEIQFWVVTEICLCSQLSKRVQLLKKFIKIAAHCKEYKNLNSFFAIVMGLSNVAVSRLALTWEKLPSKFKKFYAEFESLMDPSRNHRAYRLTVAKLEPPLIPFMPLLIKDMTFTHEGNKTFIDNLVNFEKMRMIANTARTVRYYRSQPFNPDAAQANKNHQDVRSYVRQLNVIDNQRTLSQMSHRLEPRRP
MCF10A rerep: inducers of DNA re-replication in MCF 10A breast cells; MCF 10A DNA re-replication, Hoechst nuclear intensity, 48 h; Potency, µM (doses to about 46.1 µM), without a hit: at the highest dose activity, positive = re-replication, usual class: activators; 350,000 compounds, 2.9% hits; AID 624296; further: % of control where 0% means no effect; nearly all actives have a fitted effect of over 50% in size
Nrf2 ARE act: Nrf2 pathway activation. 410,000 compounds, 0.31% hits. AREc32 ARE-luciferase reporter (MCF7-derived line), luminescence, 24 h. AID 624171. Potency, µM (top dose mostly 46.1 µM), for inactives: at the top dose activation, hits mostly activators; further: % of control where 0% means no effect; nearly all actives have a fitted effect of over 65% in size
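Reporter line AREc32 (ARE-Fluc), seeded overnight in OPTI-MEM with 5% FBS; compound pin-transferred, 24 hr at 37 deg C, 5% CO2; luminescent read-out.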
HepG2 tox: counter-screen for TGF-b inhibitors: cytotoxicity in HepG2 cells; HepG2 CAGA-GFP viability, ATP luminescence, 18 h; Potency, µM (top dose mostly 46.1 µM), for the others: top-dose activity change, negative = cytotoxicity, most hits filed as cytotoxic; 410,000 compounds, 0.76% hits; AID 588856; further: some results filed as inactive show a strong effect at the top dose
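HepG2 CAGA-GFP cells (1000/well, DMEM with 1% FBS) received compound, then TGF-beta at 500 pg/mL final, and were incubated 18 hours at 37 degrees C. Viability was read by CellTiter-Glo luminescence. Media-only wells were set as complete cell-killing and DMSO as no toxicity.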
A549 viability: A549 cytotoxicity, counter-screen for Nrf2 inhibitors | A549 ARE-Fluc cells, CellTiter-Fluor viability, 18-24 h | Potency, µM (titrated, usually from 46 µM), inactives show at the top dose activity change, negative = cytotoxicity, actives largely listed as inhibitors | 390,000 compounds, 0.16% hits; further: on the % scale 0 is the no-effect control and ±100 the full control effect
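A549 ARE-Fluc cells in 5% FBS OPTI-MEM, 5000 cells/well, rested 2 h then exposed to compounds in concentration-response for 18-24 h at 37 °C. Viability by CellTiter-Fluor fluorescence (Ex 405/Em 525) after 30 min; luciferase luminescence (BugLite, 15 min, RT) read afterwards.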
* hit, by the source's call; i = inactive; u = inconclusive; x = no result given; & = joins results of further samples; [ ] = dose if it differs, or a comment. The call rests on the fitted dose curve; in most records, active means well fitted curve in the direction sought with a large enough effect; inconclusive means small, poorly fitted or top-dose-only effect, or another doubt; inactive means no such curve, though single readings can be large; an effect the other way counts as inactive or inconclusive. Potency means the concentration at half of the fitted maximal effect.

Start of the data: the first five compounds (preview)
cpd	Compound	Nrf2 block	TGFb inhibitor	ATXN viability	ATXN2 expr inh	EPAC2 antag
1	COC(=O)c1ccccc1NC(=O)CN(Cc1ccccc1)S(C)(=O)=O	3%	15%	i	-5%	-5%
2	CC(=O)N1CCN(S(=O)(=O)c2cccc(C(=O)OCC(=O)N(Cc3ccccc3)C(C)(C)C)c2)CC1	-28%	1%	i	5%	-13%
3	CCCC[C@@H]1CNCCN1CC1(c2ccccc2)CC1	3%	17%	i	-9%	-15%
4	CCc1c(C2(O)CCCCC2)[nH]c2ccc(C#N)cc12	-6%	u	i	8%	13%
5	Cc1ccc(S(=O)(=O)c2nnn3c2nc(NC2CCN(Cc4ccccc4)CC2)c2ccccc23)cc1C	6%	u	x	x	-2%

cpd	MCF10A rerep	Nrf2 ARE act	HepG2 tox	A549 viability
1	4%	-0.4%	-10%	14%
2	7.3µM*	-0.2%	-9%	1%
3	5%	-0.4%	-21%	5%
4	-35%[inhibitor]	4.6%	-34%	-2%
5	17%	7.9%	-78%	-11%

The whole of this part, from the start:
cpd	Compound	Nrf2 block	TGFb inhibitor	ATXN viability	ATXN2 expr inh	EPAC2 antag
1	COC(=O)c1ccccc1NC(=O)CN(Cc1ccccc1)S(C)(=O)=O	3%	15%	i	-5%	-5%
2	CC(=O)N1CCN(S(=O)(=O)c2cccc(C(=O)OCC(=O)N(Cc3ccccc3)C(C)(C)C)c2)CC1	-28%	1%	i	5%	-13%
3	CCCC[C@@H]1CNCCN1CC1(c2ccccc2)CC1	3%	17%	i	-9%	-15%
4	CCc1c(C2(O)CCCCC2)[nH]c2ccc(C#N)cc12	-6%	u	i	8%	13%
5	Cc1ccc(S(=O)(=O)c2nnn3c2nc(NC2CCN(Cc4ccccc4)CC2)c2ccccc23)cc1C	6%	u	x	x	-2%
6	Cc1ccc(CNC(=O)C2CCN(C(=O)c3cnn(-c4ccccc4)c3-n3cccc3)CC2)cc1	u	x	x	x	x
7	c1ccc(CCCc2nc(-c3cccnc3)no2)cc1	8%	-18%	i	27%	1%
8	COc1ccc(NC(=O)CCN2C(=O)[C@@H]3[C@H](C2=O)[C@H]2C=C[C@@H]3C2)cc1	3%	2%	i	2%	-2%
9	COc1ccc(OC)c(S(=O)(=O)Nc2cccnc2)c1	x	6%	i	10%	-5%
10	Cc1cccc(C2Nc3cccc4cccc(c34)N2)c1	u	-4%	u	x	-15%
11	O=C(CSc1ncccc1-c1nc2ccccc2[nH]1)Nc1ccc2c(c1)OCCO2	8%	-2%	i	26%	-6%
12	CCCCCCN1C[C@H](n2cc(-c3ccc(F)cc3)nn2)[C@@H](O)C[C@@H]1c1ccccc1	x	u	i	1%	-3%

cpd	MCF10A rerep	Nrf2 ARE act	HepG2 tox	A549 viability
1	4%	-0.4%	-10%	14%
2	7.3µM*	-0.2%	-9%	1%
3	5%	-0.4%	-21%	5%
4	-35%[inhibitor]	4.6%	-34%	-2%
5	17%	7.9%	-78%	-11%
6	x	4.1%	-19%	-14%
7	0%	3.3%	3%	2%
8	4%	-0.3%	-9%	4%
9	-23%	-1.5%	7%	4%
10	-4%	-0.6%	0%	-18%
11	11%	6.0%	-1%	-5%
12	x	-0.5%	-79%	x

(continued)
cpd	Compound	Nrf2 block	TGFb inhibitor	ATXN viability	ATXN2 expr inh	EPAC2 antag
13	Cc1cccc(NC(=O)c2ccc(S(=O)(=O)N3CCC(C)CC3)cc2)n1	15µM*	-20%	i	-8%	-18%
14	CCCC[N+](CC#Cc1ccccc1)(CCCC)CCCS(=O)(=O)[O-]	-3%	-1%	i	-12%	1%
15	COc1ccc(-c2csc(C(O)c3ccc(F)c(F)c3)n2)cn1 (configuration not stated)	x	5%	i	16%	-15%
16	COc1ccc(NC(=O)CSc2nc(O)cc(=O)n2-c2ccccc2)cc1	-12%	0%	i	8%	-3%
17	CC(C)(C)n1nc2c(c1NC(=O)Cc1ccccc1)CS(=O)(=O)C2	31%	4%	i	-7%	11%
18	Cc1ncsc1CCC(=O)N1CCCC(Nc2ccc(F)c(F)c2)C1 (configuration not stated)	-20%	10%	i	-3%	5%
19	COc1c(/C=N/Nc2nc(N3CCCCC3)nc(N3CCCCC3)n2)cccc1[N+](=O)[O-]	u	2%	i	-6%	-6%
20	Cc1ccc(-n2ncc(C(=O)NC3CCCCC3)c2C2CCN(C(=O)OC(C)(C)C)CC2)cc1	11%	0%	x	x	x
21	Cc1ccc(-c2csc(NC(=S)NC(=O)c3cc4ccccc4o3)n2)cc1	8%	0%	i	31%[activator]	6%
22	COc1cc(C(=O)NNC(=S)NC(=O)c2ccccc2C)cc(OC)c1OC	u	u	i	u	0%
23	O=C(Nc1ccccc1C(=O)N/N=C/c1ccccc1)c1ccco1	22%	6%	i	6%	2%
24	Cc1cccc(N2CCN(C(=O)c3ccoc3C)CC2)c1C	-19%	-11%	i	-13%	4%

cpd	MCF10A rerep	Nrf2 ARE act	HepG2 tox	A549 viability
13	u	3.9%	-14%	-3%
14	7%	-0.8%	-4%	14%
15	x	8.2%	-13%	x
16	-2%	0.0%	3%	-1%
17	1%	0.1%	0%	-1%
18	7%	-0.2%	0%	-13%
19	18%	0.3%	-19%	-7%
20	x	-1.1%	-30%	7%
21	0%	0.2%	7%	5%
22	u	-0.1%	-12%	-8%
23	1%	3.1%	-46%	-1%
24	24%	-0.6%	8%	-4%

Further results:
cpd	Compound	Nrf2 block	TGFb inhibitor	ATXN viability	ATXN2 expr inh	EPAC2 antag
25	COc1ccc(Cn2c(CNS(=O)(=O)c3ccc(Cl)s3)nc3cccnc32)cc1	x	u	x	x	x
26	O=S(=O)(c1ccc(F)cc1)N1CCN(CC(O)COc2ccccc2F)CC1 (configuration not stated)	11%	-14%	i	-11%	-2%
27	CN1CCN(/N=C/c2ccc(Br)cc2)CC1	u	9%	i	0%[2.22 µM]	9%
28	Fc1ccc(-n2nnc(-c3ccnc4ccccc34)n2)cc1	u	14%	i	66%[activator]	-1%
29	CCOc1cc(/C=C2\CCCc3c2nc2ccccc2c3C(=O)O)ccc1OC	3%	140%[activator]	x	1%	244%[activator]
30	CC1=C(CCN2CCN(C3CCCC3)C(CCO)C2)C(C)(C)CCC1 (configuration not stated)	13%	-10%	i	-11%	9%
31	O=C(COC(=O)c1cncc(Br)c1)NCc1ccco1	2%	3%	i	-6%	2%
32	CCOC(=O)c1c(-c2ccc(F)cc2)csc1NC(=O)c1c(-c2ccccc2)noc1C	u	-2%	i	16%	7%
33	CC(NCCc1ccc(S(N)(=O)=O)cc1)C(=O)NCCc1ccc(F)cc1 (configuration not stated)	4%	-10%	i	1%	23%
34	Cc1ccccc1CSCC(=O)NCCSc1ccccn1	11%	11%	i	32%	-1%
35	CC1CCC(NC(=O)Cn2cc3c(n2)CCCC3)CC1 (configuration not stated)	u	-1%	i	44%[activator]	-1%
36	O=C1NC[C@@H](CCCCN2C[C@H](Cc3ccccc3)N(Cc3ccccc3)C(=O)C2=O)N(Cc2ccccc2)C1=O	x	x	i	13%	14%

cpd	MCF10A rerep	Nrf2 ARE act	HepG2 tox	A549 viability
25	x	6.8%	-32%	-17%
26	6%	0.2%	-36%	7%
27	10%	0.4%	-13%	6%
28	u	u	-29%	-1%
29	4%	1.5%	4%	u
30	4%	-0.4%	-38%	-9%
31	-3%	4.9%	8%	-1%
32	u	-0.5%	-40%	3%
33	4%	-0.8%	-2%	3%
34	5%	0.2%	4%	-18%
35	-1%	0.0%	2%	6%
36	x	0.1%	x	x

The results go on.
cpd	Compound	Nrf2 block	TGFb inhibitor	ATXN viability	ATXN2 expr inh	EPAC2 antag
37	CCc1nn(CCCC(=O)NC(C)c2ccccc2)c(=O)c2cc3occc3n12 (configuration not stated)	u	-2%&-7%	i	3%&28%	-3%
38	CC(C)(C)c1nnc2sc(SCC(=O)N3CCc4ccccc43)nn2c1=O	2%	-5%	i	7%	-3%
39	COc1cc2c(O)cc(C(=O)O)c(-c3cc(OC)c(OC)c(OC)c3)c2cc1OC	1%	8%	i	4%	12%
40	CC1CCCCN1C(=O)c1cc(S(=O)(=O)N2CCOCC2)ccc1Cl (configuration not stated)	-12%	-12%	u	4%	-5%
41	CC1(C)CN(C(Cc2ccccc2)C(N)=O)C1=O (configuration not stated)	4%	-5%	i	7%	10%
42	O=C(c1ccccc1OCc1ccccc1Br)N1CCN(c2ncccn2)CC1	u	-5%	i	41%[activator]	1%
43	Cc1cccc(N(CC(=O)NC2CCCCC2)C(=O)c2c(C)noc2C)c1	7%	-2%	i	3%	5%
44	Cc1cccc(-c2noc(CCCC(=O)NC3CCCC3)n2)c1	9.2µM*	8%	i	-27%	3%
45	O=C(CC(C(=O)O)c1ccc(Cl)cc1)c1ccc(Cl)c(Cl)c1 (configuration not stated)	7%	-1%	i	5%	-6%
46	Fc1ccccc1/C=N/Nc1nc2ccccc2o1	5%	-1%	i	9%	-3%
47	COc1ccc(OC(=O)c2nc(SCc3ccc(F)cc3)ncc2Cl)cc1	-3%	-41%	x	x	x
48	COC(=O)C1C2C=CC3(CN(c4cccc(Cl)c4)C(=O)C13)O2 (configuration not stated)	-1%	12%	i	4%	-5%
49	CCOc1cc(NC(=O)c2ccccc2C)c(OCC)cc1NC(=O)C1=Cc2ccccc2OC1	2%	18%	i	-12%	11%[57.1 µM]
50	COc1ccc(-c2cn3nc(N4CCCC(C(=O)Nc5cccc(Cl)c5C)C4)sc3n2)cc1 (configuration not stated)	-16%	-7%	x	x	x

cpd	MCF10A rerep	Nrf2 ARE act	HepG2 tox	A549 viability
37	0%	0.0%&6.3%	-11%&-7%	-5%&-11%
38	-3%	0.3%	-4%	0%
39	-3%	-0.3%	10%	-9%
40	3%	0.3%	3%	0%
41	-7%	-0.7%	-2%	-1%
42	u	-0.4%	-16%	-19%
43	16%	0.2%	9%	-5%
44	1%	0.6%	7%	2%
45	u	1.1%	-7%	1%
46	-2%	16%	-3%	-1%
47	x	1.0%	-9%	11%
48	9%	0.5%	0%	-5%
49	u	-0.4%	13%	-1%
50	x	-0.4%	-23%	-8%

From PubChem BioAssay

Not all compounds are listed; rates above refer to the full screens.
